Screening data (PubChem)
C8 TRAIL sens: caspase-8 TRAIL sensitization; NB7+C8 cells + TRAIL, ATPlite viability luminescence; 360,000 compounds, 1% hits; inhibition (viability loss, TRAIL sensitization), % at 10 µM;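 active = compounds causing at least 50% loss of cell viability in the single-dose screen, relative to plate controls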
MITF TRPM1 inh: inhibitors of MITF-driven TRPM1 promoter in melanoma cells. 330,000 compounds, 0.83% hits. AID 488899. SK-MEL-5 TRPM1 promoter luciferase, 24 h. inhibition, % at 12.5 µM;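 active = mean inhibition across replicates of 60% or more, whatever share of single replicates reaches that level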; also: values of inactives mirror those of a sister screen read the other way
TROY signal inh: blocks TROY-dependent signaling in reporter cells | inhibition, % at 10 µM | Q293 LMP1-TROYcd NF-kB luciferase reporter, 4 h | 360,000 compounds, 0.98% hits;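 active = compounds whose plate-normalised and pattern-corrected inhibition of the luciferase reporter signal at the single screening dose is 50% or more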
Shn3 inh set2: reduces Shn3 3'UTR luciferase signal in osteoblasts. Clone20 osteoblast Shn3 3'UTR firefly luciferase, 24 h. inhibition, % at 12.5 µM. 360,000 compounds, 0.52% hits;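 active = mean inhibition of at least 75% with every replicate also reaching 75%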;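 also: 0% = median of neutral control wells and 100% = pilot-screen positive control compound; some compounds past the cut are filed as inactive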
HIF-2a inh: inhibitors of HIF-2a; inhibition, % at 18.8 µM; 360,000 compounds, 0.72% hits; 786-0 RCC cells HIF-2a reporter, luciferase luminescence, overnight;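 active = inhibition of the luminescence signal of 40% or more relative to plate controls, in a single-dose primary screen at 18.75 µM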
NR2E3 ag-1: human photoreceptor-specific nuclear receptor agonism; Q9Y5X4; CHO-S Gal4-NCOR/VP16-NR2E3 two-hybrid, luciferase; inhibition of corepressor binding, % at 3.98 µM; 360,000 compounds, 0.35% hits; AID 602229;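 active = inhibition above the mean of all tested compounds plus 3 SD, cut at about 70% in these data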;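 also: 0% = DMSO with NR2E3 transfected cells and 100% = cells lacking NR2E3 construct; higher means lower luciferase signal from less NR2E3 corepressor binding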
Target sequence (Q9Y5X4 whole entry, looked up, the tested form may be a part): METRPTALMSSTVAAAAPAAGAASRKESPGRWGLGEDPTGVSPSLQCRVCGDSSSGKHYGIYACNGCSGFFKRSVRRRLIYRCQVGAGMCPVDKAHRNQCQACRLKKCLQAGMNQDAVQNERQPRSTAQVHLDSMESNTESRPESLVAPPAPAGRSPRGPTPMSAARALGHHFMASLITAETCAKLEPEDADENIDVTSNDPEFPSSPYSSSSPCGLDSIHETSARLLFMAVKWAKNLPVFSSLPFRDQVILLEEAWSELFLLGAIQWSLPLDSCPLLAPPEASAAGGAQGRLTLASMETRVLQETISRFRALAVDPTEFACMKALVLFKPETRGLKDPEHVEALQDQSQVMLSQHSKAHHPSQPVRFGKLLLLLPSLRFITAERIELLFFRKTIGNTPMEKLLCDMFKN
KKLEB tox: reduces viability of KKLEB cystic fibrosis airway cells. KKLEB CF airway cells viability, ATPlite luminescence, overnight; active compounds read low; cells stimulated with P. aeruginosa culture filtrate. activity change (cytotoxicity), % at 5 µM. 360,000 compounds, 0.36% hits;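 active = corrected activity change at or below -50% at 5 µM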
NR2E3 ag-2: NR2E3 (human) agonism; AID 2300; inhibition of corepressor binding, % at 4.78 µM; 320,000 compounds, 0.12% hits; GST-NR2E3/biotin-RetCOR TR-FRET, 1536-well;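 active = percent inhibition above the cutoff of mean plus 3 SD of all tested compounds, set per screening campaign, cut at about 20% in these data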;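 also: 0% = DMSO wells and 100% = biotin wells as full block of FRET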
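Format: 1536-well format; test system: GST-NR2E3 and biotin-RetCOR proteins; read-out basis: percent inhibition of TR-FRET ratio; timing: 5 h incubation at 4 °C; detection: time-resolved FRET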
CF NFkB block: blocks PAF-induced NF-kB reporter in cystic fibrosis cells | KKLEB NF-kB-GFP reporter, GFP fluorescence overnight | inhibition, % at 5 µM | 360,000 compounds, 0.86% hits;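 active = at least 50% inhibition at 5 µM, scaled per plate between neutral and stimulator controls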;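 also: PAF is a Pseudomonas aeruginosa culture filtrate used as stimulus; plate controls were PAF-stimulated DMSO wells for no effect and unstimulated DMSO wells for full effect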
Peg3 promoter: Peg3 promoter activity inhibition; HeLa PEG-Prom luciferase reporter, luminescence, overnight; inhibition, % at 20 µM; 360,000 compounds, 1.7% hits;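 active = inhibition of at least 50% at 20 µM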
TWEAK Fn14 block: TWEAK-Fn14 signaling inhibition | AID 1159606 | 360,000 compounds, 2% hits | inhibition, % at 10 µM | TWEAK-stimulated Fn14 reporter cells, luciferase luminescence, 8 h; in the data active = inhibition above about 50%
The depositor's hits bear a star; . = no result given. Not all compounds are listed, so the mix of outcomes need not match the whole.

SMILES	C8 TRAIL sens	MITF TRPM1 inh	TROY signal inh	Shn3 inh set2	HIF-2a inh	NR2E3 ag-1	KKLEB tox	NR2E3 ag-2	CF NFkB block	Peg3 promoter	TWEAK Fn14 block
CCN(CC)S(=O)(=O)c1ccc(NC(=O)c2ccccn2)cc1	3.0	-59.0	-49.1	-69.4	-181.7	-61.7	4.8	-1.3	-14.2	-175.7	-3.7
O=[N+]([O-])c1ccccc1S(=O)NCc1c(Cl)cccc1Cl (stereo not drawn)	0.6	.	54.7*	-27.5	-2.6	-37.1	-20.5	.	-3.6	0.8	7.8
CC(C)(C)NC(=O)C1Cc2ccccc2CN1S(=O)(=O)c1ccc(F)cc1 (stereo not drawn)	-2.0	2.6	2.8	21.6	4.3	-18.7	5.2	1.2	5.6	7.5	-7.7
CCC(=O)c1ccc(OCC(=O)NC2CCCC2)cc1	-7.7	-18.3	-3.5	-21.4	-45.7	1.6	-21.8	3.5	-13.7	-18.7	8.9
CC(C)CNc1nc(N)c([N+](=O)[O-])c(NCC2CCCO2)n1 (stereo not drawn)	-15.0	-3.7	14.9	-10.1	16.0	15.7	-4.7	-1.0	13.0	10.8	22.8
CCN(CC)C(=O)COc1ccc(C=O)cc1OC	5.1	1.4	-7.0	15.0	6.2	-3.1	-5.5	4.7	-8.7	1.1	-15.3
CC1CN(C(=O)c2cnn3c(C(F)F)cc(-c4ccccc4)nc23)CC(C)O1 (stereo not drawn)	-12.3	13.5	-5.1	27.2	13.0	12.1	1.6	0.2	6.5	12.3	-0.4
CCOc1ccc(N(CC(=O)NC2CCCC2)C(=O)CCCC(=O)Nc2ccccn2)cc1	10.7	9.9	-21.1	-0.8	17.1	6.0	5.5	0.2	-0.9	9.5	-5.1
O=C(Nc1ccc2c(c1)nc1n2CCOC1)C1CCCCC1	-6.0	-36.2	-47.4	-47.3	-133.3	-57.7	1.4	-0.7	-0.1	-99.3	-29.2
CCOC(=O)N1CCN(C(=O)CCC(=O)c2ccc(OCC)cc2)CC1	-8.6	7.8	11.7	1.2	6.6	-12.9	-3.7	1.2	0.8	16.0	15.2
O=C(NCc1ccccc1Cl)c1ccc2nc([C@@H]3O[C@H](CO)[C@@H](O)[C@H]3O)[nH]c2c1	3.1	.	6.7	-5.3	13.7	-27.1	11.5	.	-4.1	-0.2	9.3
Cc1cc(S(=O)(=O)N2CCOCC2)ccc1OCC(=O)N1CCOCC1	-0.7	-11.0	2.9	-6.9	11.3	-4.8	-2.0	6.0	22.0	-1.3	3.4
C/C(=N\NC(=O)Cc1ccc(Br)cc1)c1cccnc1	5.8	8.9	1.4	-0.2	-3.4	-19.0	-14.7	0.3	17.7	-14.1	-18.3
Cc1ccc(C(CCN)c2ccco2)cc1 (stereo not drawn)	-5.4	-2.3	2.3	-9.5	-5.4	-21.1	-0.1	-1.4	5.1	-4.0	2.9
O=C(CCCc1c[nH]c2ccccc12)N[C@@H](Cc1c[nH]c2ccccc12)C(=O)O	4.3	-0.2	11.9	-17.0	1.8	-27.1	2.7	0.6	-10.9	-0.9	-8.5
COc1cccc2cc(C(=O)c3ccccc3)oc12	1.4	-23.7	-45.9	37.2	-139.6	-19.7	-1.6	0.2	-10.3	-121.8	-24.4
CCS(=O)(=O)N1CCC(C(=O)N2CCN(c3ccccc3)CC2)CC1	-15.7	-8.7	-11.6	-25.6	14.0	-11.9	5.2	3.2	-4.4	-2.6	-4.5
CCn1c(SCC(=O)c2ccc(O)c(O)c2)nnc1-c1ccccc1OC	9.5	5.9	-20.0	11.5	-14.9	-42.6	-3.2	1.0	-10.8	-18.1	-5.6
CC(C)CCn1c(SCC#N)nc2c(sc3ccccc32)c1=O	15.6	-4.7	1.0	31.2	8.2	-9.1	-16.9	-1.4	1.4	19.6	5.0
CCOc1cc(-c2noc(CCCC(=O)NC3CCCCC3)n2)ccc1OC	12.6	9.1	-6.3	-2.1	0.7	-10.0	0.6	7.4	16.9	12.6	-16.4
OCC(O)C(O)C(O)c1cnn(-c2ccccc2)n1 (stereo not drawn)	1.2	-1.9	8.6	6.7	4.8	-1.1	7.3	.	-15.6	5.8	17.0
COc1ccc(C(=O)N2CC(=O)Nc3ccccc32)cc1S(=O)(=O)N1CCOCC1	1.7	-10.0	-8.2	.	-1.8	-13.4	-13.0	-2.5	21.5	3.5	-2.1
CC1CN(c2nc3c(c(=O)n(C)c(=O)n3C)n2Cc2c(Cl)cccc2Cl)CC(C)O1 (stereo not drawn)	0.9	-1.5	10.5	-7.1	15.0	-34.9	9.3	3.4	6.3	-0.4	-4.6
Cc1ccsc1/C=N/n1cnc2sc(C)c(C)c2c1=O	24.3	-56.6	-9.9	-30.9	-231.1	-6.5	7.2	1.8	-12.8	-200.4	-17.3
Cc1ccc(S(=O)(=O)Nc2c(C)n(C)n(-c3ccccc3)c2=O)cc1C(=O)OC(C)C(=O)N(C)c1ccccc1 (stereo not drawn)	-1.1	14.1	8.6	7.0	15.3	9.9	-1.7	2.1	6.8	6.0	16.5
SMILES	C8 TRAIL sens	MITF TRPM1 inh	TROY signal inh	Shn3 inh set2	HIF-2a inh	NR2E3 ag-1	KKLEB tox	NR2E3 ag-2	CF NFkB block	Peg3 promoter	TWEAK Fn14 block
Cc1ccc(N(CC(=O)NC(C)(C)C)C(=O)CS(=O)CC(=O)Nc2ccc3c(c2)OCO3)cc1 (stereo not drawn)	-0.1	.	18.5	4.5	7.7	-9.7	5.9	4.6	5.4	13.4	0.4
O=S(=O)(NCCc1ccccn1)c1ccc(-c2ccccn2)s1	8.6	2.7	-13.2	11.1	16.4	10.2	12.8	-6.2	-12.8	2.2	12.2
COc1ccc(CCNC(=O)C(=O)NCC2OCCN2S(=O)(=O)c2cc(F)ccc2F)cc1OC (stereo not drawn)	1.5	9.8	6.4	10.7	5.9	-22.9	12.9	0.3	21.1	-5.9	15.0
O=C1CCC(C(=O)OCC(=O)Nc2cc(Cl)ccc2F)=NN1	-10.4	0.2	-8.2	-9.7	16.2	3.8	-20.5	.	20.3	6.7	18.8
Cc1cnc(C(=O)OCC(=O)NCCCc2ccccc2)cn1	-2.2	-0.5	6.3	13.6	9.0	-17.9	4.4	2.5	-7.8	-3.3	-6.9
O=S(=O)(c1cccc(COc2ccc(Cl)cc2Cl)c1)N1CCOCC1	-19.9	-3.4	-6.3	16.0	-50.6	15.5	6.3	3.9	-7.4	-6.4	1.6
COc1ccc(-n2nc3c(c2NC(=O)c2ccco2)CS(=O)(=O)C3)cc1	-10.4	8.7	13.3	-6.9	12.4	-14.7	5.4	3.4	9.2	9.8	-2.9
CC(C)CCN1CCN(Cc2nc(-c3ccccc3)cs2)CC1CCO (stereo not drawn)	4.5	0.9	-0.2	23.6	6.0	-15.3	2.6	-0.8	1.7	-10.3	-2.2
O=C(Nc1nccs1)C1CCCN1S(=O)(=O)c1ccc(Cl)cc1 (stereo not drawn)	-7.4	4.7	7.2	-25.5	-9.2	17.4	-10.4	-2.4	-2.3	2.2	4.7
O=C(Cc1ccccc1)N/N=C/c1cc(Br)cc(Cl)c1O	42.4	16.9	35.6	46.4	10.1	-30.8	-15.8	-0.1	4.8	53.4*	24.9
COc1ccc(S(=O)(=O)N2CCCC(C(=O)N3CCN(C)CC3)C2)cc1Cl (stereo not drawn)	-22.1	10.5	7.6	9.4	9.6	-6.1	0.9	1.7	9.9	5.5	0.3
O=C(COc1ccc([N+](=O)[O-])cc1)N(Cc1cccs1)C1CCS(=O)(=O)C1 (stereo not drawn)	-1.9	-9.9	-6.6	-2.9	3.3	-19.7	4.8	1.6	-43.9	-2.4	3.6
Cn1cccc1C(=O)NCC(c1ccc(F)cc1)N1CCOCC1 (stereo not drawn)	-11.5	-13.0	-37.2	-24.0	-28.5	-27.5	-1.5	2.3	1.4	-37.7	11.3
CCOC(=O)c1cc(C#N)c(SCC(=O)c2cc(C#N)c(SC)nc2C)nc1C	30.7	8.5	21.9	25.4	-19.4	-2.6	-29.6	-0.6	32.3	16.9	28.0
Cc1ccsc1/C=C1\SC(N2CCOCC2)=NC1=O	1.4	-61.0	-18.0	-40.0	-180.6	-64.8	-8.2	-3.8	6.1	-141.4	-12.9
Cc1ccc(-n2nc(CC#N)c(C#N)c2N)cc1	-17.0	1.5	7.2	-2.6	-14.9	-2.0	0.2	1.2	7.6	-28.9	14.4
COc1cc(OC)cc(C(=O)NC(=S)Nc2cccnc2)c1	-19.5	-9.4	-34.3	-1.4	-47.5	-29.1	5.9	-3.7	1.2	-25.7	13.4
O=C(NCCCCc1ccccc1)C12CN(Cc3ccccc3)CC1C(c1cccc([N+](=O)[O-])c1)=NO2 (stereo not drawn)	-4.8	-0.7	-8.2	11.9	-15.3	-5.1	-19.8	2.2	16.1	-14.5	-4.3
CC1=C(C(=O)OC(C)C)C(c2c[nH]c3ccccc23)n2ncnc2N1 (stereo not drawn)	-8.1	.	-7.6	-1.3	5.2	-10.8	14.4	-3.8	8.5	19.8	9.7
COC(=O)C1=CN(Cc2ccccc2)C=C(C(=O)OC)C1c1cc(F)ccc1F	-11.6	4.5	-2.3	27.4	26.4	-13.9	-6.5	-1.8	4.0	17.2	1.4
C#CCOC(=O)/C(=C/c1ccc(F)cc1)NC(C)=O	-1.6	12.3	6.0	16.1	14.7	1.3	12.7	-1.0	-2.8	3.0	13.4
COc1ccc(/C=C(\C#N)C(=O)OCC(=O)Nc2ccc(-c3nc4ccc(C)cc4s3)cc2)cc1	53.6*	-18.8	9.1	14.2	-206.2	-159.8	-5.7	-0.2	5.4	-157.8	-2.7
Nc1nnnn1/N=C/c1cc(Cl)ccc1O	3.5	1.3	3.4	-3.5	9.1	-0.4	1.1	-0.5	20.7	3.8	19.6
CCCCC/C=C/C1=CC(=O)C[C@H](c2ccc3c(c2)OCO3)C1	8.0	-21.5	-17.6	-0.4	8.3	1.7	-8.2	-4.0	26.9	16.5	-9.3
COc1ccc(N2CCN(C(=O)c3oc4ccccc4c3NC(=O)Cc3cccc(OC)c3)CC2)cc1	1.9	-10.0	7.7	2.0	-4.4	5.8	6.4	2.3	-8.6	21.6	-10.1

Single records, as listed above. Order of values: C8 TRAIL sens	MITF TRPM1 inh	TROY signal inh	Shn3 inh set2	HIF-2a inh	NR2E3 ag-1	KKLEB tox	NR2E3 ag-2	CF NFkB block	Peg3 promoter	TWEAK Fn14 block
`CC(C)CCN1CCN(Cc2nc(-c3ccccc3)cs2)CC1CCO` (stereo not drawn) is entered as 4.5	0.9	-0.2	23.6	6.0	-15.3	2.6	-0.8	1.7	-10.3	-2.2
`COC(=O)C1=CN(Cc2ccccc2)C=C(C(=O)OC)C1c1cc(F)ccc1F` is entered as -11.6	4.5	-2.3	27.4	26.4	-13.9	-6.5	-1.8	4.0	17.2	1.4
`Cc1ccsc1/C=C1\SC(N2CCOCC2)=NC1=O` is entered as 1.4	-61.0	-18.0	-40.0	-180.6	-64.8	-8.2	-3.8	6.1	-141.4	-12.9
`COc1cc(OC)cc(C(=O)NC(=S)Nc2cccnc2)c1` is entered as -19.5	-9.4	-34.3	-1.4	-47.5	-29.1	5.9	-3.7	1.2	-25.7	13.4
`O=C(NCCCCc1ccccc1)C12CN(Cc3ccccc3)CC1C(c1cccc([N+](=O)[O-])c1)=NO2` (stereo not drawn) is entered as -4.8	-0.7	-8.2	11.9	-15.3	-5.1	-19.8	2.2	16.1	-14.5	-4.3
